GluA2 TARP mod = modulators of AMPA receptor GluA2-stargazin complexes; calls only at 30 µM; AID 1259245; HEK293 GluA2+stargazin, membrane potential dye (FDSS), glutamate EC50; hits were called plate by plate, in both directions; actives 3.5% (n = 40,000); O88602+P19491;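 active = any of four per-well response measures lying three or more SD from its plate-wide compound average, in either direction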
Target sequence (O88602 whole entry, looked up): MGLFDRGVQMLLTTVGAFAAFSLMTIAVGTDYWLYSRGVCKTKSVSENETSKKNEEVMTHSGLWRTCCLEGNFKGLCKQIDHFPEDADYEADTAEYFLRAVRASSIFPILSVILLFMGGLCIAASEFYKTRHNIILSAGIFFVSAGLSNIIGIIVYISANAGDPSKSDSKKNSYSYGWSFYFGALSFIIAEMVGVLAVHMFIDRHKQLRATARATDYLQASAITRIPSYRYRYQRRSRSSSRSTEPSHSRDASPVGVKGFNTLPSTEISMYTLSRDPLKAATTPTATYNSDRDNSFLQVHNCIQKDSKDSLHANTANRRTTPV
Target sequence (P19491 whole entry, looked up): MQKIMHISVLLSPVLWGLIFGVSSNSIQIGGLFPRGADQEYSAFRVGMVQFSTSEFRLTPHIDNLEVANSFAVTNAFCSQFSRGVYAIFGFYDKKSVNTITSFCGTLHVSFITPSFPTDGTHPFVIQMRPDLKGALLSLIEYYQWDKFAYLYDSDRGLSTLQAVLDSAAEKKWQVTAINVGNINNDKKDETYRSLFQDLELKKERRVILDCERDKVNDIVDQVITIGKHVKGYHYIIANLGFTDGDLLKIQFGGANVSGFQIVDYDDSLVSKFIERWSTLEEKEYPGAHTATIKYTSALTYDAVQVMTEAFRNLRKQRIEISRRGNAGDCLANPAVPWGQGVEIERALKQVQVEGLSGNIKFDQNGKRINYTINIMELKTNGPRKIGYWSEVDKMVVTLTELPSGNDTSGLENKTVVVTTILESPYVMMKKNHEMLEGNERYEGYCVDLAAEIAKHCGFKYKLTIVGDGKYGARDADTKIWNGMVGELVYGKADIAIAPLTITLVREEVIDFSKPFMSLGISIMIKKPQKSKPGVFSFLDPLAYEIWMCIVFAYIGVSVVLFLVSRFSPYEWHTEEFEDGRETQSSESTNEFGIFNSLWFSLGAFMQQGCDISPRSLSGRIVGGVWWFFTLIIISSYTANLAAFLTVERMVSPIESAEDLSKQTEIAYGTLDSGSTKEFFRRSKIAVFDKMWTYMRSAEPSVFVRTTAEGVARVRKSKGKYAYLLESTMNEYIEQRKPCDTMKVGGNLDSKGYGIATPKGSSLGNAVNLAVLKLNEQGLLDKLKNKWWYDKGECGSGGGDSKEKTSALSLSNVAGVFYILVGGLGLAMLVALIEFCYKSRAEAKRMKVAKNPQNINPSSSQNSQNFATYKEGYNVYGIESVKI
GluA2 TARP mod agonism max-min = further read-out of GluA2 TARP mod, marked with its call; compound max-min signal; compound-alone response (agonism);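 unitless range of fluorescence divided by baseline over first 100 seconds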
GluA2 TARP mod glutamate slope = recorded beside GluA2 TARP mod, whose call it bears; glutamate slope, % of max; measured here: glutamate response slope, % max;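 scaled per plate between vehicle wells and maximal 1 mM glutamate control wells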
An asterisk follows results filed as active. Some of the compounds tested. The share of hits here may be higher or lower than overall.

`COc1ccc(Cl)cc1Nc1nc2c(c(=O)n(C)c(=O)n2C)n1CC(=O)O` gave GluA2 TARP mod inactive, GluA2 TARP mod agonism max-min 0.071 and GluA2 TARP mod glutamate slope 41.
For O=C(NCCN1CCOCC1)C(=O)Nc1ccc(F)c([N+](=O)[O-])c1 the results were GluA2 TARP mod inactive, GluA2 TARP mod agonism max-min 0.12 and GluA2 TARP mod glutamate slope 70.
For Cn1c(=O)[nH]c(=O)c2c1nc(N1CCN(c3ccccc3)CC1)n2CC(=O)O the results were GluA2 TARP mod inactive, GluA2 TARP mod agonism max-min 0.043 and GluA2 TARP mod glutamate slope 30.
CCOc1ccc(-c2cc(=O)n(CCCC(=O)Nc3ccc4sc(C)nc4c3)cn2)cc1 was read as GluA2 TARP mod inactive, GluA2 TARP mod agonism max-min 0.056 and GluA2 TARP mod glutamate slope 56.
`COc1ccccc1CCNC(=O)Cn1nc(-c2cc(C)ccc2C)ccc1=O` gave GluA2 TARP mod inactive, GluA2 TARP mod agonism max-min 0.05 and GluA2 TARP mod glutamate slope 107.
For COc1ccc(NC(=O)CSC2=NC3(CCCC3)N=C2c2cccc(F)c2)cc1 the results were GluA2 TARP mod inactive, GluA2 TARP mod agonism max-min 0.13 and GluA2 TARP mod glutamate slope 57.
Screening CCCS(=O)(=O)N1CCN=C1SCc1ccc(Br)cc1 returned GluA2 TARP mod inactive, GluA2 TARP mod agonism max-min 0.094 and GluA2 TARP mod glutamate slope 41.
For COCCn1nnn(-c2ccc(NC(=O)NCc3ccc(Cl)cc3)cc2)c1=O the results were GluA2 TARP mod inactive, GluA2 TARP mod agonism max-min 0.14 and GluA2 TARP mod glutamate slope 57.
For CC(=O)Nc1ccc(S(=O)(=O)N2CCN(c3cc(C)cc(C)c3)CC2)cc1 the results were GluA2 TARP mod inactive, GluA2 TARP mod agonism max-min 0.082 and GluA2 TARP mod glutamate slope 59.
For COc1ccc(Cl)cc1C(=O)N1CCC2(CC1)NC(=O)N(CCc1ccccc1)C2=O the results were GluA2 TARP mod inactive, GluA2 TARP mod agonism max-min 0.099 and GluA2 TARP mod glutamate slope 43.
`Cc1c(C)c(C)c(S(=O)(=O)Nc2ccc(CC(=O)N(C)C)cc2)c(C)c1C` gave GluA2 TARP mod inactive, GluA2 TARP mod agonism max-min 0.074 and GluA2 TARP mod glutamate slope 55.
COc1ccc(C(=O)NCCCn2nc(-c3ccco3)ccc2=O)cc1 was read as GluA2 TARP mod inactive, GluA2 TARP mod agonism max-min 0.11 and GluA2 TARP mod glutamate slope 55.
COCCn1c(=S)[nH]c2cc(C(=O)NCc3ccco3)ccc2c1=O was read as GluA2 TARP mod inactive, GluA2 TARP mod agonism max-min 0.14 and GluA2 TARP mod glutamate slope 59.
Screening O=C1c2ccccc2C(=O)N1CCCc1nc2ccccc2c(=O)n1-c1nc2ccccc2s1 returned GluA2 TARP mod inactive, GluA2 TARP mod agonism max-min 0.079 and GluA2 TARP mod glutamate slope 7.
For COc1ccc(SCC(=O)Nc2sc3c(c2C#N)CCC3)cc1 the results were GluA2 TARP mod inactive, GluA2 TARP mod agonism max-min 0.078 and GluA2 TARP mod glutamate slope 67.
`COc1ccc(CNC(=O)NCC(O)c2ccc(C(F)(F)F)cc2)cc1OC` (stereo not given) gave GluA2 TARP mod inactive, GluA2 TARP mod agonism max-min 0.14 and GluA2 TARP mod glutamate slope 48.
Screening Cc1ccc(C)c(N2CCN(CCCNC(=O)CCc3nnc4n(CCc5ccccc5)c(=O)c5ccccc5n34)CC2)c1 returned GluA2 TARP mod inactive, GluA2 TARP mod agonism max-min 0.09 and GluA2 TARP mod glutamate slope 56.
For CC(C(=O)Nc1cccc(Br)c1)N1C(=O)c2ccccc2S1(=O)=O (stereo not given) the results were GluA2 TARP mod active, GluA2 TARP mod agonism max-min 0.076* and GluA2 TARP mod glutamate slope 64*.
Screening CCOc1ccc(NC(=O)Cn2nc(SC)c(S(=O)(=O)c3ccc(C)cc3)c2N)cc1 returned GluA2 TARP mod inactive, GluA2 TARP mod agonism max-min 0.084 and GluA2 TARP mod glutamate slope 41.
Screening CCCNC(=O)CN1CCN(c2ncnc3c2nnn3C)CC1 returned GluA2 TARP mod inactive, GluA2 TARP mod agonism max-min 0.082 and GluA2 TARP mod glutamate slope 50.

3 entries out of the list, ordered by number of heavy atoms, high to low:
Screening O=C1c2ccccc2C(=O)N1CCCc1nc2ccccc2c(=O)n1-c1nc2ccccc2s1 returned GluA2 TARP mod inactive, GluA2 TARP mod agonism max-min 0.079 and GluA2 TARP mod glutamate slope 7.
For CC(=O)Nc1ccc(S(=O)(=O)N2CCN(c3cc(C)cc(C)c3)CC2)cc1 the results were GluA2 TARP mod inactive, GluA2 TARP mod agonism max-min 0.082 and GluA2 TARP mod glutamate slope 59.
COc1ccc(C(=O)NCCCn2nc(-c3ccco3)ccc2=O)cc1 was read as GluA2 TARP mod inactive, GluA2 TARP mod agonism max-min 0.11 and GluA2 TARP mod glutamate slope 55.

Other compounds follow.
For CC1CS(=O)(=O)N(c2cccc(C(=O)NCc3ccco3)c2)C1=O (stereo not given) the results were GluA2 TARP mod inactive, GluA2 TARP mod agonism max-min 0.097 and GluA2 TARP mod glutamate slope 53.
CCS(=O)(=O)c1ccc(CC(=O)Nc2nnc(-c3ccc(Cl)cc3)o2)cc1 was read as GluA2 TARP mod inactive, GluA2 TARP mod agonism max-min 0.063 and GluA2 TARP mod glutamate slope 59.
For COc1ccc(-c2cc(CC(=O)NC3CCCC3)no2)cc1OC the results were GluA2 TARP mod inactive, GluA2 TARP mod agonism max-min 0.061 and GluA2 TARP mod glutamate slope 39.
COc1ccc(CCNC(=O)Cc2c(C)[nH]c(=O)[nH]c2=O)cc1 was read as GluA2 TARP mod inactive, GluA2 TARP mod agonism max-min 0.1 and GluA2 TARP mod glutamate slope 76.
CN1C(=O)N(C)C2(CCN(C(=O)c3cccs3)CC2)C1=O was read as GluA2 TARP mod inactive, GluA2 TARP mod agonism max-min 0.12 and GluA2 TARP mod glutamate slope 64.
CCCOc1cc(S(=O)(=O)NCc2ccc3c(c2)OCO3)ccc1Cl was read as GluA2 TARP mod inactive, GluA2 TARP mod agonism max-min 0.13 and GluA2 TARP mod glutamate slope 55.
Screening COc1ccc(S(=O)(=O)NCCn2nc(-c3ccc(F)cc3)ccc2=O)cc1OC returned GluA2 TARP mod inactive, GluA2 TARP mod agonism max-min 0.041 and GluA2 TARP mod glutamate slope 44.
`O=C(Cc1csc(Nc2ccc(F)cc2)n1)NCCC1=CCCCC1` gave GluA2 TARP mod inactive, GluA2 TARP mod agonism max-min 0.15 and GluA2 TARP mod glutamate slope 40.
COc1cccc2sc(N(Cc3cccnc3)C(=O)C3CCCN3S(C)(=O)=O)nc12 (stereo not given) was read as GluA2 TARP mod inactive, GluA2 TARP mod agonism max-min 0.076 and GluA2 TARP mod glutamate slope 50.
For CS(=O)(=O)N1CCCc2cc(NC(=O)c3cccs3)ccc21 the results were GluA2 TARP mod inactive, GluA2 TARP mod agonism max-min 0.035 and GluA2 TARP mod glutamate slope 45.
For COc1ccc(-c2ccc(OCCNS(=O)(=O)c3ccc(Cl)cc3)nn2)cc1 the results were GluA2 TARP mod inactive, GluA2 TARP mod agonism max-min 0.028 and GluA2 TARP mod glutamate slope 57.
For CCN(c1ccccc1)c1nc2c(c(=O)[nH]c(=O)n2C)n1CC(=O)O the results were GluA2 TARP mod inactive, GluA2 TARP mod agonism max-min 0.053 and GluA2 TARP mod glutamate slope 38.
O=S(=O)(NC(=NC1CCCCC1)c1ccccc1)c1ccccc1 was read as GluA2 TARP mod inactive, GluA2 TARP mod agonism max-min 0.042 and GluA2 TARP mod glutamate slope 49.
`Cc1cc(=O)n(CC(=O)N2CCN(c3ccc(-c4ccccn4)nn3)CC2)cn1` gave GluA2 TARP mod inactive, GluA2 TARP mod agonism max-min 0.096 and GluA2 TARP mod glutamate slope 37.
CCCNC(=O)c1ccc(Cn2c(SCC(=O)NC(C)C)nc3ccccc3c2=O)cc1 was read as GluA2 TARP mod inactive, GluA2 TARP mod agonism max-min 0.11 and GluA2 TARP mod glutamate slope 65.
`COc1ccc(-n2nc3c(c2NC(=O)C(=O)NCc2ccco2)CS(=O)(=O)C3)cc1` gave GluA2 TARP mod active, GluA2 TARP mod agonism max-min 0.054* and GluA2 TARP mod glutamate slope 40*.
`O=C(Cn1nc2c(c1NC(=O)c1cc3ccccc3o1)CSC2)NCC1CCCO1` (stereo not given) gave GluA2 TARP mod inactive, GluA2 TARP mod agonism max-min 0.099 and GluA2 TARP mod glutamate slope 55.
CCc1ccccc1NC(=O)CN(c1ccc(C)cc1)S(=O)(=O)c1ccsc1C(=O)OC was read as GluA2 TARP mod active, GluA2 TARP mod agonism max-min 0.081* and GluA2 TARP mod glutamate slope 57*.
CCOc1ccc(N2C(=O)N(c3ccc([N+](=O)[O-])cc3)C3CS(=O)(=O)CC32)cc1 (stereo not given) was read as GluA2 TARP mod inactive, GluA2 TARP mod agonism max-min 0.11 and GluA2 TARP mod glutamate slope 48.
For CC(C)(C)NC(=O)N1CCC(CNS(=O)(=O)c2ccc(Cl)cc2)CC1 the results were GluA2 TARP mod inactive, GluA2 TARP mod agonism max-min 0.096 and GluA2 TARP mod glutamate slope 59.
O=C(NCc1ccccc1)N1CCN(Cc2nc(-c3ccco3)cs2)CC1 was read as GluA2 TARP mod inactive, GluA2 TARP mod agonism max-min 0.14 and GluA2 TARP mod glutamate slope 54.
For CCc1nnc(-c2ccc(NC(=O)COc3ccc(F)cc3)cc2)o1 the results were GluA2 TARP mod inactive, GluA2 TARP mod agonism max-min 0.094 and GluA2 TARP mod glutamate slope 52.
`Cc1ccccc1CN1C(=O)C2(c3ccccc31)N(c1ccc(F)cc1)C(=O)CS2(=O)=O` (stereo not given) gave GluA2 TARP mod inactive, GluA2 TARP mod agonism max-min 0.12 and GluA2 TARP mod glutamate slope 63.
CCn1nnc2c(N(Cc3ccccc3)Cc3ccccc3)ncnc21 was read as GluA2 TARP mod inactive, GluA2 TARP mod agonism max-min 0.07 and GluA2 TARP mod glutamate slope 67.
CCCC(CCC)C(=O)Nc1cccc(-c2cn3nc(OC)ccc3n2)c1 was read as GluA2 TARP mod inactive, GluA2 TARP mod agonism max-min 0.026 and GluA2 TARP mod glutamate slope 58.
Screening CC1CCN(CC(O)COc2ccc(Br)cc2)CC1 (stereo not given) returned GluA2 TARP mod inactive, GluA2 TARP mod agonism max-min 0.047 and GluA2 TARP mod glutamate slope 57.
`CCc1ccc(-c2cc3c(=O)n(Cc4nc(-c5ccc(Cl)cc5)no4)ccn3n2)cc1` gave GluA2 TARP mod inactive, GluA2 TARP mod agonism max-min 0.14 and GluA2 TARP mod glutamate slope 52.
`CCCCNC(=O)CC1NCCNC1=O` (stereo not given) gave GluA2 TARP mod inactive, GluA2 TARP mod agonism max-min 0.11 and GluA2 TARP mod glutamate slope 67.
Screening COc1ccc(NC(C)=O)cc1NC(=O)c1ccc(=O)n(Cc2cccc([N+](=O)[O-])c2)c1 returned GluA2 TARP mod inactive, GluA2 TARP mod agonism max-min 0.066 and GluA2 TARP mod glutamate slope 52.
`CCOc1ccc(-c2cc(=O)n(C)cn2)cc1` gave GluA2 TARP mod inactive, GluA2 TARP mod agonism max-min 0.18 and GluA2 TARP mod glutamate slope 52.
`O=C(NCCOc1cccc(C(F)(F)F)c1)c1cc(Cl)ccc1[N+](=O)[O-]` gave GluA2 TARP mod inactive, GluA2 TARP mod agonism max-min 0.1 and GluA2 TARP mod glutamate slope 55.
O=C(CSc1nc(=O)n(CCCO)c2c1CCC2)NCc1ccco1 was read as GluA2 TARP mod inactive, GluA2 TARP mod agonism max-min 0.05 and GluA2 TARP mod glutamate slope 54.
For O=C(c1c(F)cccc1Cl)N1CCN(c2ccc(-c3ccc4c(c3)OCO4)nn2)CC1 the results were GluA2 TARP mod inactive, GluA2 TARP mod agonism max-min 0.13 and GluA2 TARP mod glutamate slope 67.
`COCCNC(=O)Cc1ccc(NC(=O)c2cccnc2SC)cc1` gave GluA2 TARP mod inactive, GluA2 TARP mod agonism max-min 0.076 and GluA2 TARP mod glutamate slope 42.
For CCOC(=O)N1CCc2nc(NC(=O)c3nc4ccccc4s3)sc2C1 the results were GluA2 TARP mod inactive, GluA2 TARP mod agonism max-min 0.12 and GluA2 TARP mod glutamate slope 77.
CC(=O)N1CCN(c2cc3c(cc2F)c(=O)c(C(=O)Nc2cccc(C)c2)cn3C2CC2)CC1 was read as GluA2 TARP mod inactive, GluA2 TARP mod agonism max-min 0.11 and GluA2 TARP mod glutamate slope 48.

7 compounds drawn at random from those above:
O=C(CSc1nc(=O)n(CCCO)c2c1CCC2)NCc1ccco1 was read as GluA2 TARP mod inactive, GluA2 TARP mod agonism max-min 0.05 and GluA2 TARP mod glutamate slope 54.
`CCOc1ccc(-c2cc(=O)n(C)cn2)cc1` gave GluA2 TARP mod inactive, GluA2 TARP mod agonism max-min 0.18 and GluA2 TARP mod glutamate slope 52.
`COCCNC(=O)Cc1ccc(NC(=O)c2cccnc2SC)cc1` gave GluA2 TARP mod inactive, GluA2 TARP mod agonism max-min 0.076 and GluA2 TARP mod glutamate slope 42.
CC(=O)N1CCN(c2cc3c(cc2F)c(=O)c(C(=O)Nc2cccc(C)c2)cn3C2CC2)CC1 was read as GluA2 TARP mod inactive, GluA2 TARP mod agonism max-min 0.11 and GluA2 TARP mod glutamate slope 48.
`Cc1ccccc1CN1C(=O)C2(c3ccccc31)N(c1ccc(F)cc1)C(=O)CS2(=O)=O` (stereo not given) gave GluA2 TARP mod inactive, GluA2 TARP mod agonism max-min 0.12 and GluA2 TARP mod glutamate slope 63.
For CCOC(=O)N1CCc2nc(NC(=O)c3nc4ccccc4s3)sc2C1 the results were GluA2 TARP mod inactive, GluA2 TARP mod agonism max-min 0.12 and GluA2 TARP mod glutamate slope 77.
`CCc1ccc(-c2cc3c(=O)n(Cc4nc(-c5ccc(Cl)cc5)no4)ccn3n2)cc1` gave GluA2 TARP mod inactive, GluA2 TARP mod agonism max-min 0.14 and GluA2 TARP mod glutamate slope 52.

Screening data: PubChem BioAssay, Vanderbilt High Throughput Screening Facility
